Screening data as filed in PubChem BioAssay.
OX1R antag-1: OX1R (human) antagonism | O43613 | OX1R-expressing cells, FRET antagonist read-out | inhibition, % at 6.6 µM | actives 1.8% (n = 330,000) | AID 485270; in the data active = inhibition mostly above about 38%, no sharp cut-off; inactive = mostly below about 40%;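 note: 0% = agonist challenge alone and 100% = reference antagonist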
Target sequence (O43613 whole entry, looked up): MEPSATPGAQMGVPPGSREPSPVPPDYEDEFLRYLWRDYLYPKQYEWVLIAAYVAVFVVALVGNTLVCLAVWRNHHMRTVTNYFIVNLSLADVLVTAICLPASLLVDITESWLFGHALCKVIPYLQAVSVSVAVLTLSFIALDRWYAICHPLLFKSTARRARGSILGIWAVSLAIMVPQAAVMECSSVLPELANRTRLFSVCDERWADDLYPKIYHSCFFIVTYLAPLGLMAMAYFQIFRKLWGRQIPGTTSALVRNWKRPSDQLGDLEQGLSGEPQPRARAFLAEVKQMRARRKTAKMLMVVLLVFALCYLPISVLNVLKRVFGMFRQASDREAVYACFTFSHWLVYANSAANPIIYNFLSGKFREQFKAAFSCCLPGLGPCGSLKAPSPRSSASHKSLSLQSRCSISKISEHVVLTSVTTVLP
OX1R antag-2: antagonists of human orexin 1 receptor; CHO/OX1R cells, Fluo-8 calcium fluorescence, orexin A; AID 434989; inhibition, % at 5 µM; O43613; actives 0.43% (n = 330,000);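 active = inhibition above its plate's threshold, mean inhibition of all tested compounds on the plate plus 3 SD, cut at about 37% in these data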;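 note: 0% = orexin A challenge wells and 100% = SB-334867-A antagonist wells; not every result past the cut was called active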
The depositor's hits bear a star.

SMILES	OX1R antag-1	OX1R antag-2
COC(=O)Cn1c2ccc(Cl)cc2c2nc(C)sc21	8.0	-14.4
O=C(OCCc1cc2ccccc2c(=O)o1)c1ccc(F)cc1	6.0	-0.3
Cc1ccc(C(=O)Nc2ccc(S(=O)(=O)N3CCCC3)cc2)cc1	13.6	-12.4
CN(CC(=O)NC1CC1)S(=O)(=O)c1ccc(Br)cc1	21.6	-11.3
CC1(C)CC(=O)C(C=Nc2ccc(O)c(N=CC3=C(O)CC(C)(C)CC3=O)c2)=C(O)C1	18.8	-25.2
CC(=O)c1ccc(NC(=O)CN2CCCC2)cc1	4.6	-10.2
CC1CCCCN1S(=O)(=O)c1ccc(C(=O)N(CCCN(C)C)c2nc3ccc(Br)cc3s2)cc1 (configuration not stated)	16.0	4.5
O=C(N/N=C/c1ccc[nH]1)c1cccnc1	12.7	0.5
Cc1ccc(S(C)(=O)=O)cc1S(=O)(=O)Nc1cccc(Cl)c1	14.6	-14.3
OCC#Cc1cnc2ccccc2c1	19.8	-24.8
O=C(NCCc1ccc(Cl)cc1)C1CCN(S(=O)(=O)N2CCCCC2)CC1	8.3	-34.1
O=C(N/N=C/c1ccc(O)c2ccccc12)c1cccnc1	34.2	-17.6
CCOC(=O)N1CCN(C(=O)c2cc(COc3ccc(F)cc3F)on2)CC1	12.2	2.6
COC1CCN(C(=O)C2CCC(=O)N(CCc3cccc(F)c3)C2)CC1 (configuration not stated)	7.4	5.0
COC(=O)c1ccccc1NC(=O)CSc1nnc(Cc2ccc(Cl)cc2)o1	19.8	-15.8
CCOC(=O)c1cn(Cc2cccc(C)c2)nn1	19.2	4.5
CC1CC(C)CN(C(=O)C2CCC(CNc3c(N4CCCCC4)c(=O)c3=O)CC2)C1 (configuration not stated)	1.7	-2.7
O=C(c1cc(F)c(F)cc1Cl)N1CCN(c2ccc([N+](=O)[O-])c3ncccc23)CC1	30.2	-7.9
CC(=O)C1=C(C)N(c2ccccc2)C(=O)C1(NS(=O)(=O)c1ccc(N)cc1)C(F)(F)F (configuration not stated)	28.9	-15.3
O=c1ccc(=O)n2n1CC(O)C2	9.2	-11.8
CC(C)c1cc(C(=O)N/N=C/c2c[nH]c3ccccc23)n[nH]1	18.0	-2.7
CCOc1ccccc1NC(=O)CSc1nc(=O)n(CCN2CCOCC2)c2c1CCCC2	10.5	-32.1
COc1ccc(N2CCN(S(=O)(=O)CCNC(=O)COc3ccccc3)CC2)cc1	27.5	-25.5
CC(C)OCCCNC(=O)c1ccc(CS(=O)(=O)Cc2ccccc2F)o1	2.1	-20.7
CSc1nc(N)c(C#N)c(-c2ccc(Cl)cc2)c1C#N	24.0	8.2
COc1cccc(COCC(O)Cn2cnc3cc(C)c(C)cc32)c1 (configuration not stated)	31.5	-21.6
O=C(Nc1ccccc1)N(CCCN1CCOCC1)Cc1cccs1	5.8	-20.8
COC(=O)c1cccnc1NC(=S)NNC(=O)c1ccccc1	11.5	3.3
CCOc1ccc(NC(=O)[C@@H]2CCC(=O)N2C2OC(=O)c3ccccc32)cc1 (some centres not stated)	10.2	-5.4
COc1ccc(-c2cccc(CCC(=O)N3CCN(c4cc(C)ccc4C)CC3)c2)cc1	14.9	-21.1

Complete entries, looked up by structure.
COc1cccc(COCC(O)Cn2cnc3cc(C)c(C)cc32)c1 (configuration not stated) is listed as OX1R antag-1: 31.5; OX1R antag-2: -21.6
CC(=O)C1=C(C)N(c2ccccc2)C(=O)C1(NS(=O)(=O)c1ccc(N)cc1)C(F)(F)F (configuration not stated) is listed as OX1R antag-1: 28.9; OX1R antag-2: -15.3

Next structures.
SMILES	OX1R antag-1	OX1R antag-2
COc1cc(C(=O)NCC(=O)N/N=C/c2cccc(OC(=O)c3ccco3)c2)cc(OC)c1OC	12.4	-29.4
COc1ccc(-c2noc(-c3ccoc3C)n2)cc1OC	10.2	-29.1
S=C1NCCOCCNC(=S)NCCOCCOCCN1	-3.6	-4.2
COc1ccccc1NC(=O)CSCC(N)=O	-1.9	8.2
Cc1cc(C(=O)NN=C2C3CC4CC(C3)CC2C4)c2ccccc2n1	8.3	-4.9
COc1cc(NC(=O)c2ccc(C(C)(C)C)cc2)c(OC)cc1NC(=O)CN1CCCCC1	3.7	-11.2
CC(NC(=O)COC(=O)Cc1ccccc1[N+](=O)[O-])c1ccccc1 (configuration not stated)	20.6	-11.0
O=C(NC1(N2CCOCC2)CC1)c1ccc(Cl)cc1	11.0	-11.1
O=C(Nc1nnc(-c2ccco2)o1)C1CC1	-1.9	-5.1
O=C(/C=C/c1ccccc1Cl)NC1CCCCC1	28.1	-14.6
C/C(=N\NC(=O)CN1CCOCC1)C(C)(C)C	25.5	6.6
Cc1cccc(NC(=O)CN2C(=O)S/C(=C\c3cccn3-c3cccc(C(=O)O)c3)C2=O)c1	15.6	-12.4
CCC(C)Sc1nc2c(c(=O)[nH]c(=O)n2C)n1CC(O)COc1cccc2ccccc12 (configuration not stated)	29.1	-17.4
CCOC(=O)CSc1nnc(NC(=O)c2cccc(S(=O)(=O)N3CCCC3)c2)s1	2.2	-14.3
CCOc1ccc(OCC)c(NC(=O)CN(C)S(=O)(=O)c2ccc3nc(C)sc3c2)c1	29.1	-28.6
CCC1Nc2ccccc2-c2nnc(SC)nc2O1 (configuration not stated)	54.6	-4.1
Cc1ccc(OCC(=O)N(C)CC(=O)N(CC(C)C)c2c(N)n(CC(C)C)c(=O)[nH]c2=O)c(C)c1	-0.2	-8.2
CC(C)(C)c1ccc(S(=O)(=O)N2CCN(C3CCCC3)CC2)cc1	16.6	-10.0
COc1cc2c(=O)n(Cc3ccccc3)c(=O)n(CC(=O)NCC3CCCO3)c2cc1OC (configuration not stated)	5.6	-26.1
O=C(Cc1n[nH]c(=O)[nH]c1=O)N/N=C/c1cccc(O)c1	17.5	-27.6
Cc1cc([N+](=O)[O-])ccc1NC(=O)CN1CCN(Cc2ccccc2)CC1	6.7	-25.7
Cc1nnc(SCC(=O)Nc2sccc2C(N)=O)n1Cc1ccccc1	15.7	-6.5
CCn1c(SCc2ccc(C)cc2)nnc1-c1nn(-c2ccccc2)ccc1=O	29.3	-23.4
COc1ccc(OC)c(NC(=O)COC(=O)Cn2nnc(-c3ccccc3)n2)c1	-3.0	-0.1
Fc1ccc(Nc2ccc3ccccc3n2)c(F)c1	23.1	-14.2
O=C(CCNC(=O)c1ccco1)Nc1ccc(C(F)(F)F)cc1	1.0	-4.1
CCC(C)N(C)C1CCN(C(=S)Nc2cccc(OC)c2)CC1 (configuration not stated)	10.6	-4.8
CC(NS(=O)(=O)c1ccc2[nH]c(=O)c(=O)[nH]c2c1)C(=O)O (configuration not stated)	4.7	-14.8
O=C(CSCc1ccc(F)cc1)NCc1ccc(F)cc1	8.9	-7.2
CCOC(=O)c1c(C)[nH]c(C(=O)COC(=O)c2oc3ccccc3c2C)c1C	14.2	-5.8

The results go on.
SMILES	OX1R antag-1	OX1R antag-2
Cc1oc(-c2cccc(C(F)(F)F)c2)nc1CN1CCC[C@H]1CO	2.2	-11.2
Cc1ccc(S(=O)(=O)N2CC(O)CC2C(=O)NCc2ccc3c(c2)OCO3)cc1 (configuration not stated)	3.9	-12.9
CC(/C=N/NC(=O)c1nnn(-c2nonc2N)c1C(C)C)=C\c1ccco1	22.2	-15.0
Cn1c(=O)c2cc(NC(=O)c3ccccc3Cl)c(=O)oc2n(C)c1=O	15.7	-7.1
COc1ccccc1C(=O)N(C)CC(=O)Nc1ccc(N2CCOCC2)cc1	2.3	7.0
COc1ccc(OC)c(NC(=O)CSc2nnc(CNC(=O)COc3ccc(Cl)cc3)o2)c1	9.0	0.9
CC(C)NC(=O)C1CCCN(S(=O)(=O)c2cccc3nonc23)C1 (configuration not stated)	59.5	-17.9
CCC(=O)Nc1nc2c(c(=O)[nH]1)CCCC2	10.2	-7.2
Cc1ccnc(N2CCCC(C(=O)Nc3cc(F)ccc3C)C2)n1 (configuration not stated)	4.9	-18.4
COc1ccc(Cl)cc1-n1c(C)ccc1C	-3.4	-34.8
O=C(COc1ccc(Cl)cc1Cl)NC(=S)Nc1ccc(CN2CCOCC2)cc1	3.4	-22.1
CCOc1ccc(Nc2nc(N)nc(CSC(=S)N3CCOCC3)n2)cc1	14.1	-21.9
COc1ccccc1CN1C[C@@H]2C[C@@H](c3ccc4nsnc4c3)N3CCC[C@@]23C1=O	50.1	-21.9
Cc1nn(C(=O)c2cccs2)c(N)c1-c1ccccc1	8.1	-31.6
C[C@@]12C(=O)N(Cc3ccc(-c4ccccc4)cc3)CC(=O)N1[C@H](/C=C/c1ccccc1)[C@@H]1C(=O)N(c3ccccc3)C(=O)[C@@H]12	11.5	-25.7
O=C(CSc1nnc(C2CC2)n1Cc1ccccc1)Nc1cccnc1Cl	10.9	-9.6
O=C(CN1C(=O)NC2(CCCCCC2)C1=O)c1ccc2c(c1)OCCO2	-4.6	-28.3
O=C1CC(c2ccc(Cl)cc2)n2nc(N3C(=O)CCC3=O)nc2N1 (configuration not stated)	-3.3	-9.3
COc1ccc(Cl)cc1C(=O)NC(=S)Nc1ccccc1N1CCOCC1	11.5	-16.3
CC(=O)Nc1ccccc1-c1nnn(CC(=O)Nc2ccc3c(c2)OCCO3)n1	29.2	-24.4
c1cncc(CNc2c3c(nc4nnnn24)CCCC3)c1	9.2	-5.8
CCC(N)C12CC3CC(CC(O)(C3)C1)C2 (configuration not stated)	4.5	-4.8
COc1ccc2c(c1)SC(C)CC2=O (configuration not stated)	24.2	-19.3
Cc1cc2ncn(CCC(=O)NC3CCCC3)c2cc1C	2.0	-16.9
COc1ccc(NC(=O)/C(C#N)=C/c2ncc([N+](=O)[O-])n2C)c(OC)c1	6.1	-24.3
O=C(C1CCCCC1)N1CCCC(c2nc(-c3ccc(F)cc3)no2)C1 (configuration not stated)	17.1	16.5
COc1cc(CNCc2ccccc2Cl)ccc1OCC(=O)NC1CCCCC1	25.3	-18.8
COc1cccc(/C=C/C(=O)N(C)CC(=O)Nc2ccc(Cl)c(C(F)(F)F)c2)c1	6.8	-8.5
CN(C)c1ccc(N=Cc2nc(-c3ccccc3)oc2OC(=O)c2cccc(Cl)c2)cc1	10.5	-8.2
O=C(CN1CCCC1)N1c2ccccc2C=Cc2ccccc21	2.5	-11.8

The listing continues.
SMILES	OX1R antag-1	OX1R antag-2
Oc1[nH]c2ccccc2c1C=NCC1CCCO1 (configuration not stated)	7.1	-8.3
Cc1ccc(-n2nc3c(N4CCC(C(=O)NCc5ccc(C)o5)CC4)nnc(C)c3c2C)cc1	6.7	-30.5
O=C(NCc1n[nH]c(=S)n1-c1ccccc1)c1cccs1	22.8	-6.4
Cc1cccc(CSC2=NN3CCCC(=O)N=C3S2)c1	5.7	-25.2
COc1ccc(/C=N/NC(=O)c2ccc3nc[nH]c3c2)cc1OC	3.3	-7.8
O=C(CNC(=O)c1ccccc1F)NCCOc1cccc(Cl)c1Cl	15.7	-3.9
C/C(=N\Nc1cccc(Cl)c1)c1ccncc1	38.1	-19.1
COc1ccc2[nH]c(C)c(CN3CCC(C)CC3)c(=O)c2c1	-5.9	3.5
Cc1nn(Cc2ccccc2Cl)c(C)c1C(=O)NCCN1C(=O)S/C(=C\c2ccccc2)C1=O	18.6	-41.8

Of the compounds above, 21 have an aryl methoxy group:
SMILES	OX1R antag-1	OX1R antag-2
COc1ccc(N2CCN(S(=O)(=O)CCNC(=O)COc3ccccc3)CC2)cc1	27.5	-25.5
COc1cccc(COCC(O)Cn2cnc3cc(C)c(C)cc32)c1 (configuration not stated)	31.5	-21.6
COc1ccc(-c2cccc(CCC(=O)N3CCN(c4cc(C)ccc4C)CC3)c2)cc1	14.9	-21.1
COc1cc(C(=O)NCC(=O)N/N=C/c2cccc(OC(=O)c3ccco3)c2)cc(OC)c1OC	12.4	-29.4
COc1ccc(-c2noc(-c3ccoc3C)n2)cc1OC	10.2	-29.1
COc1ccccc1NC(=O)CSCC(N)=O	-1.9	8.2
COc1cc(NC(=O)c2ccc(C(C)(C)C)cc2)c(OC)cc1NC(=O)CN1CCCCC1	3.7	-11.2
COc1cc2c(=O)n(Cc3ccccc3)c(=O)n(CC(=O)NCC3CCCO3)c2cc1OC (configuration not stated)	5.6	-26.1
COc1ccc(OC)c(NC(=O)COC(=O)Cn2nnc(-c3ccccc3)n2)c1	-3.0	-0.1
CCC(C)N(C)C1CCN(C(=S)Nc2cccc(OC)c2)CC1 (configuration not stated)	10.6	-4.8
COc1ccccc1C(=O)N(C)CC(=O)Nc1ccc(N2CCOCC2)cc1	2.3	7.0
COc1ccc(OC)c(NC(=O)CSc2nnc(CNC(=O)COc3ccc(Cl)cc3)o2)c1	9.0	0.9
COc1ccc(Cl)cc1-n1c(C)ccc1C	-3.4	-34.8
COc1ccccc1CN1C[C@@H]2C[C@@H](c3ccc4nsnc4c3)N3CCC[C@@]23C1=O	50.1	-21.9
COc1ccc(Cl)cc1C(=O)NC(=S)Nc1ccccc1N1CCOCC1	11.5	-16.3
COc1ccc2c(c1)SC(C)CC2=O (configuration not stated)	24.2	-19.3
COc1ccc(NC(=O)/C(C#N)=C/c2ncc([N+](=O)[O-])n2C)c(OC)c1	6.1	-24.3
COc1cc(CNCc2ccccc2Cl)ccc1OCC(=O)NC1CCCCC1	25.3	-18.8
COc1cccc(/C=C/C(=O)N(C)CC(=O)Nc2ccc(Cl)c(C(F)(F)F)c2)c1	6.8	-8.5
COc1ccc(/C=N/NC(=O)c2ccc3nc[nH]c3c2)cc1OC	3.3	-7.8
COc1ccc2[nH]c(C)c(CN3CCC(C)CC3)c(=O)c2c1	-5.9	3.5
